# PLK1 PBD inh = inhibitors of human PLK1 polo-box domain binding. P53350. Plk1 PBD binding of FITC phosphopeptide, fluorescence polarization. Potency, µM, for the others: max response, negative = inhibition, hits mostly inhibitors. AID 720504. 2.8% of 360,000 active; further: potency means the concentration at half of the fitted maximal effect; series mostly up to about 57 µM; on the % scale 0 is the no-effect control and ±100 the full control effect; nearly all actives have a fitted effect of over 65% in size
# WRN helicase inh = WRN helicase (human) inhibition; 0.46% of 360,000 active; Potency, µM (doses to about 114 µM), inactives show at the highest dose activity change, negative = inhibition, actives largely listed as inhibitors; WRN helicase unwinding, fluorescent forked duplex, kinetic; further: potency means the concentration at half of the fitted maximal effect; on the % scale 0 is the no-effect control and ±100 the full control effect; nearly all actives have a fitted effect of over 55% in size
# Target sequence (Q14191 whole entry, looked up): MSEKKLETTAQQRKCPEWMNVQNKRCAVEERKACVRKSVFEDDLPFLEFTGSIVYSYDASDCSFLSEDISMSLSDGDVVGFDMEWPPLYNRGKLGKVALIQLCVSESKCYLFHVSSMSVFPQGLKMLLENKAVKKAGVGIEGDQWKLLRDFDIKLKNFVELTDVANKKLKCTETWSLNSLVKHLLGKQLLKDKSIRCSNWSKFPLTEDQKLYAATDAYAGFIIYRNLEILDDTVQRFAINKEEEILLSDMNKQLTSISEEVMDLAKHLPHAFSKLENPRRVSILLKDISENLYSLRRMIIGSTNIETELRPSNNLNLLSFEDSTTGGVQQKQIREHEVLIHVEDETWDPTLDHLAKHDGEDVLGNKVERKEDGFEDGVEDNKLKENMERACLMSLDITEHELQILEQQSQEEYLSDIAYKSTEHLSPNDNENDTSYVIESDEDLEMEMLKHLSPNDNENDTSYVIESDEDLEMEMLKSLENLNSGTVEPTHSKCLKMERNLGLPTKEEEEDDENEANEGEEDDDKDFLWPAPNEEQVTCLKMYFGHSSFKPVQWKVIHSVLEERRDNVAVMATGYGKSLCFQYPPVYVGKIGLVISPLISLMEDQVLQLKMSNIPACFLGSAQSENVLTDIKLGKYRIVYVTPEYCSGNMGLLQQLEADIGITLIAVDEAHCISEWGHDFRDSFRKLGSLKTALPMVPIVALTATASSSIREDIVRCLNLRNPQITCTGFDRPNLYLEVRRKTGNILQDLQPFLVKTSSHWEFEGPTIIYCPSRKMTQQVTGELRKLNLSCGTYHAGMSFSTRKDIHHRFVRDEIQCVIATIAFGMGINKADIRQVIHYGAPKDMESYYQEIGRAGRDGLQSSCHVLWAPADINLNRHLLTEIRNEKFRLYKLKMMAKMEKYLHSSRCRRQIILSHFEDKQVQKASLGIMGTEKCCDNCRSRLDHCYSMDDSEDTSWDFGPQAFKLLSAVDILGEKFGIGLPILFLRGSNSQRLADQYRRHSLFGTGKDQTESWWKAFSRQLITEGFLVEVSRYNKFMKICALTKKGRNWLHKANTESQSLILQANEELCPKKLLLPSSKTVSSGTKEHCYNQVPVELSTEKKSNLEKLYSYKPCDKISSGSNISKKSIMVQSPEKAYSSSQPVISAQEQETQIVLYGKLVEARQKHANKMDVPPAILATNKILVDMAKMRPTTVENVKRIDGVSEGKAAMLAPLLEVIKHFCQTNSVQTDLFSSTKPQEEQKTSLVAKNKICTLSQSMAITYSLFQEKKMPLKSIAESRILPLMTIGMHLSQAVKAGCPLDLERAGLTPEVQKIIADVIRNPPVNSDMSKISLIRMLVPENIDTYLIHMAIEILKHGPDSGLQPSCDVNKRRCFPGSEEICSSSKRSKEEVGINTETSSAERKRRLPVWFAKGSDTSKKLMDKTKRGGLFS
#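 Screening of the MLSMR collection measured strand separation of a quenched forked DNA duplex (100 nM) by 20 nM WRN with 2 mM ATP, all final. Compounds were preincubated with enzyme 15 min at room temperature.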
# IL-2 act = activators of IL-2. activation, % (series mostly up to about 46 µM). 0.065% of 360,000 active. IL-2 activation reporter assay, cell-based qHTS; stimulated with anti-CD3/CD4/CD28 beads; in transgenic mouse T cells; in the data active means activation above about 50%; inconclusive means mostly about 30% to 49%; further: 0% is about no effect
#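 Readout is EGFP and DsRed signal by fluorescent plate cytometry after 18 h at 37 degrees C. Transgenic mouse T cells (750/well) received compound for 60 min before bead stimulation (anti-CD3, anti-CD4, anti-CD28); memory T cells served as non-tolerant control.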
# EPAC1 antagonist = EPAC1 (human) antagonism; O95398; EPAC1 GEF assay, Rap1b-BODIPY-GDP exchange fluorescence; Potency, µM (titrated, usually from 115 µM), for inactives: at the top dose activity change, negative = inhibition, hits mostly inhibitors; 0.14% of 360,000 active;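 further: potency means the concentration at half of the fitted maximal effect; plate controls were vehicle for no effect and positive control for full effect; nearly all actives have a fitted effect of over 50% in size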
# aSyn rescue = alpha-synuclein toxicity inhibition in yeast. Yeast expressing alpha-synuclein, growth rescue, BacTiter-Glo, 24 h. Potency, µM (doses to about 46.1 µM), for the others: at the top dose growth rescue (activation), hits mostly activators. 0.14% of 370,000 active. AID 652106; further: potency means the concentration at half of the fitted maximal effect; % of control where 0% means no effect; nearly all actives have a fitted effect of over 65% in size
#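 Screening used galactose-induced yeast with toxic alpha-synuclein levels, exposed to compound for 24 hr at 30 deg C. Cell growth, read with BacTiter-Glo luminescence, gave the measured signal.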
# FUS yeast rescue = rescues growth of FUS-expressing yeast; S. cerevisiae FUS-expressing, growth rescue, OD600, 24 h; Potency, µM (series often up to 76.6 µM), inactives show at the top dose growth rescue (activation), actives largely listed as activators; 0.24% of 390,000 active; AID 1347120;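 further: potency means the concentration at half of the fitted maximal effect; plate controls were DMSO vehicle for no effect and reference control for full effect; nearly all actives have a fitted effect of over 55% in size; some results filed as inactive show a strong effect at the top dose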
#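 Absorbance at 600 nm, taken 24hr after compound addition, measured rescue of FUS-yeast growth at 30C. Induction used 2% galactose with seeding at OD 0.005. Controls: CP55940 from 92uM final, DMSO only.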
# EPAC1 ag = activates human EPAC1 exchange factor | EPAC1 agonist qHTS, biochemical assay; response scale: 100% = response to 6.5 mM cAMP | Potency, µM (titrated, usually from 154 µM), for the others: at the highest dose activation, most hits filed as activators | 0.073% of 360,000 active | AID 720707; further: potency means the concentration at half of the fitted maximal effect; nearly all actives have a fitted effect of over 60% in size
#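 Nucleotide exchange by EPAC1 (100 nM) on Rap1B–BODIPY-GDP (250 nM) in the presence of 50 uM GDP is tracked fluorescently at 480/540 nm over 30 min. Signals are normalized to a 6.5 mM cAMP control.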
# Abeta yeast res = restores growth of yeast expressing A-beta42 peptide; yeast expressing A-beta42, growth rescue, OD600, 48 h; response scale: 0% DMSO, 100% iron-clioquinol control; Potency, µM (highest dose often 46.1 µM), inactives show top-dose growth rescue, most hits filed as activators; 0.063% of 410,000 active; AID 1347071; further: potency means the concentration at half of the fitted maximal effect; nearly all actives have a fitted effect of over 55% in size
#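 Yeast growth medium received pinned compounds, then yeast cells expressing toxic A-beta were added; plates incubated at 30 C for 48 hr. Growth read as absorbance at 600 nm, normalized to DMSO and equimolar FeCl3 plus clioquinol controls.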
# PI5P4Ka inh = PI5P4K alpha (human) kinase inhibition; max response, %; PI5P4Kalpha enzyme, ADP-Glo luminescence, 60 min; stronger effect = lower value; 1.2% of 330,000 active; AID 652105; P48426; active means max response of -50% or lower; inconclusive means between -30% and -50%; inactive means -30% or higher; further: value at the top dose of about 77 µM; on the % scale 0 is the no-effect control and ±100 the full control effect
#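 Luminescence from ADP-Glo served as readout of PI5P4Kalpha activity in a qHTS format. Reaction: enzyme, substrate, compound, ATP at 5 microM final, 60 min at RT.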
# An asterisk follows results filed as active; ? = inconclusive; · = not tested or not shown; [ ] = remark or other dose. Unless noted, the call rests on the fitted dose curve; in most records, active means well fitted curve in the direction sought with a large enough effect; inconclusive means small, poorly fitted or top-dose-only effect, or another doubt; inactive means no such curve, though single readings can be large; an effect the other way counts as inactive or inconclusive. Outcome played no part in choosing rows; overall some 4.1% were active at least once.
SMILES,PLK1 PBD inh,WRN helicase inh,IL-2 act,EPAC1 antagonist,aSyn rescue,FUS yeast rescue,EPAC1 ag,Abeta yeast res,PI5P4Ka inh
O=C(CN1C(=O)C2C3CC(C(Br)C3Br)C2C1=O)N1CCOCC1 (stereo not drawn),-2.0%,2.7%,0.6,-22.6%,0.4%,·,6.9%,-4.6%,-3.1
O=C(Nc1ccnn1C1CCN(Cc2cccc(O)c2)CC1)C1CCCC1,-10.9%,-18.0%,0.8,7.2%,-8.1%,6.1%,-6.6%,6.0%,1.3
CC(SC1=NCCS1)C(=O)Nc1nnc(-c2ccc(Cl)cc2)s1 (stereo not drawn),0.3%,-1.6%,-1.7,-26.7%,4.2%,3.4%,9.1%,-3.0%,9.7
CCOc1ccc(NC(=O)N2CCN(C(=O)c3ccco3)CC2)cc1,-13.6%,-22.9%,-0.5,-8.2%,-3.0%,11.9%,-0.5%,-1.6%,-12.1
COc1ccc(NC(=O)N2CCN(C(=O)C3CCCO3)CC2)cc1 (stereo not drawn),5.3%,1.8%,2.3,7.7%,0.7%,-1.8%,-4.9%,-5.0%,0.6
Cc1cc(Br)c(Oc2cc(NN3CCCCC3)c([N+](=O)[O-])cc2[N+](=O)[O-])c(Br)c1,-18.1%,-9.5%,1.0,-14.6%,4.4%,-31.1%,-12.4%,4.0%,-2.2
CS(=O)(=O)N(CC(=O)N1CCOCC1)c1cc(C(F)(F)F)ccc1Cl,-6.9%,3.8%,0.4,-22.2%,2.6%,-7.8%,-8.0%,-5.1%,0.3
CC1=NN(c2ccccc2)C(=O)/C1=C/N(C)C,-10.0%,2.2%,-1.7,3.1%,-3.3%,-3.6%,8.2%,-0.4%,0.3
CN(Cc1ccco1)C(=O)C1CCC(=O)N1Cc1ccc(F)cc1 (stereo not drawn),1.5%,10.5%,0.2,-17.7%,0.0%,-35.2%,-4.5%,11.5%,-8.4
Fc1ccc2cnc(CCO[C@H]3CCCCO3)cc2c1,-27.2%,-25.8%,0.7,14.1%,8.6%,-8.5%,-17.6%,-15.3%,-0.1
COC(=O)COc1ccc2cc(-c3ccccc3)c(=O)oc2c1,0.8%,19.1%,-2.3,27.1%,-0.7%,-0.8%,-7.4%,-6.1%,2.5
COc1ccccc1OCCC(=O)OCC(=O)Nc1ccc2c(c1)OCO2,-11.1%,9.0%,-5.9,-13.0%,4.1%,·,0.4%,-15.5%,0.2
Cc1ccc(S(=O)(=O)N(C)/C(=N/S(=O)(=O)c2ccccc2)c2ccccc2)cc1,0.6%,-2.5%,0.6,1.7%,4.0%,15.8%,2.1%,19.5%,·
COc1ccc(NC(=O)CN(C)C(=O)CCc2nc3cc(S(=O)(=O)N4CCOCC4)ccc3n2C)cc1,0.1%,-1.7%,1.3,4.1%,-8.1%,4.2%,1.7%,5.0%,-2.8
Cn1nnnc1SCc1nc2scc(-c3ccccc3)c2c(=O)[nH]1,2.1%,-4.5%,-3.3,3.0%,-0.2%,-17.7%,16.6%,0.1%,-19.5
CO/N=C1\CCCc2c(C(=O)NN)sc(SC)c21,-6.4%,-4.6%,-2.8,-12.6%,-7.8%,28.3%,1.5%,-4.6%,0.1
COCCn1nnnc1C(c1cc2cc(C)cc(C)c2[nH]c1=O)N1CCN(c2ccccc2F)CC1 (stereo not drawn),-16.9%,-11.3%,-0.5,8.0%,2.5%,14.5%,11.2%,-2.6%,·
Cc1ccc(SC(C)C(=O)Nc2ccccc2C(=O)N2CCOCC2)cc1 (stereo not drawn),-1.0%,4.3%,-0.4,19.2%,0.4%,-2.0%,-4.6%,-0.6%,4.9
COc1cccc(CN2CCNC(=O)C2CC(=O)N(C)C2CCCCC2)c1 (stereo not drawn),-12.4%,6.0%,-1.6,-0.7%,-13.9%,16.1%,11.0%,1.1%,0.0
COc1ccccc1N1CCN(C(=O)Nc2cccc(C)c2)CC1,-2.9%,-20.6%,-0.5,?,21.8%,-29.4%,-4.1%,-2.9%[9.22 µM],7.6
CC(Oc1ccc2c(=O)c(-c3ccc(Cl)cc3)c(C(F)(F)F)oc2c1)C(=O)O (stereo not drawn),-13.0%,-2.7%,-0.2,-7.6%,5.4%,-11.4%,-2.1%,6.4%,5.3
Nc1ccc(-c2nc3nc(N)nc(N)c3nc2-c2ccc(N)cc2)cc1,-13.5%,-25.8%,-0.4,2.0%,-8.5%,25.8%,-9.1%,-3.2%,-50.9*
C=CCn1c(N)c(C(=O)NCc2ccco2)sc1=S,-24.4%,2.7%,-2.0,-2.7%,0.1%,16.8%,10.0%,26.5%,·
CC(C)Oc1ccc(C(=O)/C(=C\c2cccs2)c2nc3ccccc3o2)cc1,-6.5%,-30.8%[57.1 µM],-3.9,3.4%,0.3%,13.5%,12.1%,-36.7%[inhibitor],3.7
CCCN1CN(CCc2ccccc2)CNC1=S,-3.8%,-1.6%,-2.6,-6.6%,1.8%,-2.6%,-0.4%,7.0%,14.3
Cc1ccc(C)c(NC(=O)c2ccc(OC(=O)c3ccco3)cc2)c1,-1.0%,1.5%,-2.0,8.3%,2.4%,4.0%,-2.6%,6.9%,·
CCC(=O)Nc1ccc(NC(=O)CSc2nnc(-c3ccco3)n2C)cc1,-3.1%,-0.6%,-0.4,8.6%,-7.5%,-0.1%,10.5%,-14.9%,3.0
CCOC(=O)C1(CCc2ccccc2)CCN(C(=O)c2ccoc2)CC1,-9.6%,-2.6%,3.9,-1.8%,7.3%,9.2%,11.4%,14.5%,2.3
COc1ccc(-c2ccc3[nH]c4c(c3c2)CCN2C(=O)[C@@H]([C@H](C)O)[C@@H](N(C)C(=O)Nc3ccccc3)C[C@@H]42)cc1,7.7%,0.3%,-1.9,1.6%,8.7%,?,3.4%,-1.8%,-0.1
COc1ccc(S(=O)(=O)NCC(c2ccco2)N2CCc3ccccc3C2)cc1 (stereo not drawn),0.6%,-11.7%,-3.3,-7.9%,7.3%,-0.8%,-0.6%,27.7%,13.5
Cc1nc2ccc(Cl)cc2nc(C)/c1=N\O,-4.2%,-19.6%,0.1,-1.2%,-2.0%,-7.3%,11.9%,0.3%,6.5
Cc1nnc(SCC(=O)Nc2cc(S(=O)(=O)N3CCCC3)ccc2Cl)n1C1CC1,-0.9%,-2.6%,0.0,-12.6%,2.8%,6.5%,3.3%,-25.4%,-4.4
COc1cccc(CNc2nc3ccc(NC(C)=O)cc3s2)c1,6.2%,-0.9%[57.1 µM],-0.1,-19.6%,6.6%,18.8%,-2.5%,7.1%,1.1
N#Cc1nc(-c2cccs2)oc1NCc1ccc2c(c1)OCO2,-15.4%,-9.5%,1.3,?,1.4%,9.8%,17.5%,17.4%,7.6
NC(=O)N/N=C/c1c(F)c(F)c(F)c(F)c1F,21.2µM*,?,-0.6,9.4%,10.7%,-1.8%,-5.2%,-9.1%,?
O=C(Nc1ccc2c(c1)CN(Cc1ccco1)CC2)C1CCCO1 (stereo not drawn),-1.8%,-25.2%,-3.7,0.0%,-5.3%,·,1.8%,5.0%,-1.8

# Given bar-delimited: entries from further up.
compound | PLK1 PBD inh | WRN helicase inh | IL-2 act | EPAC1 antagonist | aSyn rescue | FUS yeast rescue | EPAC1 ag | Abeta yeast res | PI5P4Ka inh
NC(=O)N/N=C/c1c(F)c(F)c(F)c(F)c1F | 21.2µM* | ? | -0.6 | 9.4% | 10.7% | -1.8% | -5.2% | -9.1% | ?
COC(=O)COc1ccc2cc(-c3ccccc3)c(=O)oc2c1 | 0.8% | 19.1% | -2.3 | 27.1% | -0.7% | -0.8% | -7.4% | -6.1% | 2.5
COc1ccc(NC(=O)N2CCN(C(=O)C3CCCO3)CC2)cc1 (stereo not drawn) | 5.3% | 1.8% | 2.3 | 7.7% | 0.7% | -1.8% | -4.9% | -5.0% | 0.6

# Next section
SMILES,PLK1 PBD inh,WRN helicase inh,IL-2 act,EPAC1 antagonist,aSyn rescue,FUS yeast rescue,EPAC1 ag,Abeta yeast res,PI5P4Ka inh
CCc1ccc(NC(=O)CSCc2nc(N)nc(Nc3ccccc3CC)n2)cc1,-3.7%,-9.1%,-0.3,-5.2%,2.3%,·,0.9%,10.0%,-3.6
Cc1ccc(OCC(=O)Nc2ccc3c(c2)nc(CCN2CCN(C)CC2)n3C)cc1,5.3%,-10.7%,-0.5,-1.5%,-13.8%,5.4%,-5.8%,-8.9%,4.5
CN(C)c1ccc(S(=O)(=O)NCC(=O)OCC(=O)Nc2cc(Cl)cc(Cl)c2)cc1[N+](=O)[O-],1.1%,-11.3%,-3.2,-14.4%,-5.6%,·,10.6%,8.4%,7.7
NS(=O)(=O)c1ccc(CCNC(=S)Nc2ccccc2)cc1,-8.9%,-17.2%,8.6,-7.9%,-8.0%,·,-3.4%,17.5%,-6.6
Cc1cccc(-c2nnc(SCCOc3ccc4c(C)cc(=O)oc4c3)o2)c1,3.6%,2.2%,0.6,-6.1%,5.7%,-6.5%,0.4%,8.3%,1.9
COc1ccccc1NC(=O)C(C)OC(=O)COc1cccc2c1OC(C)(C)C2 (stereo not drawn),-1.2%,-0.6%,-0.4,-11.9%,0.4%,21.8%,?,5.5%,1.1
NS(=O)(=O)c1cc(Cl)c(NC(=O)COC(=O)c2ccccn2)c(Cl)c1,2.4%,-9.6%,-0.3,6.7%,0.7%,-19.6%,-0.2%,-2.2%,?
CC1(C)CC(=O)C(C(c2ccccc2F)C2C(=O)CC(C)(C)CC2=O)C(=O)C1,?,0.1%,0.2,1.7%,2.4%,-5.7%,4.8%,-5.4%,-1.1
CC1CCCC(NC(=O)COC(=O)[C@@H](NC(=O)c2ccccc2Cl)C(C)C)C1C (stereo partly drawn),-4.0%,3.6%,3.0,-12.8%,18.3%,·,-0.9%,1.5%,8.3
CCOc1cc(NC(=O)CCl)c(OCC)cc1NC(=O)CCl,3.9%,-8.8%,-0.3,-19.7%,-5.5%,-0.2%,5.4%,-15.9%,-3.5
COc1cccc(NC(=O)CN(C)C(=O)Cc2ccc(Cl)cc2Cl)c1,2.1%,7.5%,3.2,16.4%,0.2%,3.8%,1.3%,0.1%,6.6

# Compound activity as filed in PubChem BioAssay.
